Bioassay records: PubChem BioAssay, several laboratories
Dynein transport = dynein cargo transport inhibition; AID 1381; z-score, hits read low; 3617.4 mouse cells, GR-EGFP nuclear translocation imaging; test concentration mostly 20 µM; stimulated with dexamethasone, 1 µM; stronger effect = lower value; 220,000 tested, 0.47% active;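 active = plate z-score of nuclear minus cytoplasmic receptor signal below a set negative limit, without overly bright fluorescence or cell loss, cut at about -3.5 in these data, passing the limit was not always enough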;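 note: z-score of nuclear minus cytoplasmic ring GR-EGFP intensity difference per well; some compounds called inactive have numbers as strong as hits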
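Buffer or medium: Induction medium lacking tetracycline, stripped serum | Also added: Dexamethasone agonist, 1.0 µM final, for 30 min | Timing: 48 h induction, 1 h compound, 30 min dex at 37 °C | Detection: Formaldehyde fixation, Hoechst nuclear stain, 10x automated fluorescence imaging | Measure: Nuclear versus cytoplasmic GR-EGFP signal, averaged per well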
P. falciparum M17LAP = P. falciparum M17LAP inhibitors, primary screen, biochemical, fluorogenic H-Leu-NHMec substrate, 1536-well (AID 1619). recombinant M17LAP, H-Leu-NHMec fluorogenic kinetic assay; higher % means a stronger effect. one-dose inhibition, % at 30 µM; IC50 in µM for titrated hits. 220,000 tested, 0.38% active;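 active = compound inhibiting the enzyme by more than half at any dose during confirmatory dose-response retesting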;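 note: plate controls were full reaction with DMSO carrier for no effect and no enzyme background for full effect; strong numbers were not always called active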
Siah-1 displacement = blockers of Siah-1 interaction with plectin peptide – biochemical, fluorescence polarization, rhodamine-plectin, uHTS, primary screen (AID 1817) | Siah-1 / rhodamine-plectin peptide fluorescence polarization; higher % means a stronger effect | 290,000 tested, 0.02% active | one-dose displacement, % at 20 µM; IC50 in µM for titrated hits;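 active = displacement of at least 50% at 20 µM, with a fluorescence ratio check between 0.3 and a set limit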;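 note: plate controls were Siah plus tracer with DMSO for no effect and tracer alone without Siah for full effect; strong numbers were not always called active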
AID2073 = inhibitors of Mint1-CaV2.2 protein interaction, biochemical, HTRF (AID 2073). HTRF protein-protein interaction, Mint1-CaV2.2; higher % means a stronger effect. inhibition, % at 20 µM, or IC50 in µM where a hit was titrated. 290,000 tested, 0.19% active; in the data active = inhibition mostly above about 51%, no sharp cut-off; note: some results filed as inactive read as strong as hits
LYP inhibition = inhibitors of LYP phosphatase, biochemical, fluorescence intensity, uHTS (AID 1779) | recombinant LYP phosphatase, fluorescence intensity; higher % means a stronger effect | inhibition, % at 11.5 µM, or IC50 in µM where a hit was titrated | 290,000 tested, 0.054% active;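 note: plate controls were vehicle with enzyme for no effect and no enzyme for full effect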
PMI inhibitors = MPI enzyme activity inhibition – biochemical, fluorescence intensity, coupled assay, primary screen (AID 1209) | one-dose inhibition, % at 20 µM; IC50 in µM for titrated hits | 190,000 tested, 0.42% active | purified PMI enzyme, coupled fluorescence intensity; higher % means a stronger effect;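 note: plate controls were DMSO vehicle for no effect and wells lacking substrate for full effect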
P. falciparum M1AAP = malaria alanyl aminopeptidase activity blockers – biochemical, fluorogenic H-Leu-NHMec substrate, 1536-well (AID 1445); recombinant M1AAP, H-Leu-NHMec fluorogenic kinetic assay; higher % means a stronger effect; inhibition, % at 30 µM, or IC50 in µM where a hit was titrated; 220,000 tested, 0.42% active;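 active = primary inhibition above the hit cutoff, then over 50% inhibition at one or more dose response concentrations, cut at about 23% in these data, passing the limit was not always enough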;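 note: plate controls were DMSO full reaction for no effect and no enzyme background for full effect; strong numbers were not always called active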
human PMI inhibitors = human PMI inhibitors, high substrate, primary screen, biochemical, fluorescence intensity, high mannose 6-phosphate (AID 1220); inhibition, % at 20 µM; hits with a dose series show IC50 in µM; recombinant PMI enzyme, coupled fluorescence intensity; higher % means a stronger effect; 190,000 tested, 0.66% active
XIAP antagonists = small molecules displacing peptide from XIAP – biochemical, IAP family, fluorescence polarization (AID 1018); XIAP BIR domain, fluorescence polarization peptide displacement; higher % means a stronger effect; displacement, % at 20 µM, or IC50 in µM where a hit was titrated; 200,000 tested, 0.007% active; in the data active = displacement above about 50%; note: a part of the inactive calls stands beside numbers as strong as those of hits
Dynein transport cytoplasmic EGFP = recorded beside Dynein transport, whose call it bears; z-score; measured here: cytoplasmic GR-EGFP intensity; stronger effect = higher value
Dynein transport nuclear GR-EGFP = recorded beside Dynein transport, whose call it bears; z-score; measured here: nuclear GR-EGFP intensity;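 lower value marks the stronger effect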
Dynein transport cell count = further read-out of Dynein transport, marked with its call; z-score; measured here: cell count per field
* = called active by the depositor; . = not tested or not shown. Cut-off read from the data, not from the text of the source, unless noted: active = inhibition above about 50%; inactive = the rest.

SMILES	Dynein transport	Dynein transport cytoplasmic EGFP	Dynein transport nuclear GR-EGFP	Dynein transport cell count	P. falciparum M17LAP	Siah-1 displacement	AID2073	LYP inhibition	PMI inhibitors	P. falciparum M1AAP	human PMI inhibitors	XIAP antagonists
CC(C)NS(=O)(=O)c1ccc(Oc2ncc(C(F)(F)F)cc2Cl)cc1	-0.42	-0.24	-0.49	0.53	1%	2%	0%	-4%	19%	1%	19%	0.3%
Nc1nc2c(Cl)cc(Cl)cc2s1	-0.77	-0.26	-0.3	0.35	0%	3%	11%	1%	3%	0%	2%	-5.8%
COc1ccc(CN2CSC(=S)N(Cc3ccc(OC)cc3)C2)cc1	-0.013	-0.22	-0.049	0.039	4%	4%	-5%	5%	.	14%	.	.
O=C(CCSCCc1ccccn1)Nc1ccc(Cl)cn1	0.69	-0.21	0.44	-0.041	11%	0%	-2%	-5%	14%	5%	3%	-4.6%
COc1ccc(-n2c(SCC(=O)c3c(N)n(C)c(=O)n(C)c3=O)nc3ccccc32)cc1	-0.43	0.38	-0.19	1.1	-9%	1%	-13%	0%	-16%	15%	-23%	-8.6%
CC(C)C(C)(C#N)NC(=O)CSc1nnc(C(F)(F)F)n1C (stereo unspecified)	0.0071	-0.21	-0.11	0.79	7%	-2%	4%	-4%	2%	7%	-1%	-3.5%
Cn1cnnc1SCc1ccc(C(=O)N/N=C/c2cccs2)cc1	-0.12	-0.33	0.17	-0.079	4%	0%	-10%	0%	8%	-11%	5%	-3.6%
COC(=O)c1ccc(C2C(Oc3ccccc3)C(=O)N2CCc2ccc(OC)c(OC)c2)cc1 (stereo unspecified)	0.13	-0.19	0.55	0.51	-1%	5%	-1%	0%	-3%	9%	0%	-6.4%
O=[N+]([O-])c1cccc(-c2csc(Nc3ccccc3)n2)c1	-0.68	-0.3	-0.15	1	12%	2%	48%	1%	16%	9%	9%	-0.7%
CC(C)(c1ccccc1)c1ccc(OCCN)cc1	0.28	-0.17	-0.1	0.5	1%	-3%	-7%	-6%	-9%	7%	-6%	-9.8%
CCC(=O)Nc1ccc2c(c1)ncn2-c1ccccc1OC	-0.47	-0.21	0.18	-0.0029	-1%	-3%	-6%	-2%	-10%	0%	-3%	-2.1%
CC(=O)N1CCN(c2ccc(Oc3nnnn3-c3ccccc3)cc2)CC1	-0.18	-0.15	0.017	0.71	-4%	2%	-8%	-3%	3%	2%	-1%	-1.5%
C=CCn1c(-c2ccc(Cl)cc2)cnc1SC(C)C(N)=O (stereo unspecified)	0.0006	-0.3	-0.053	0.36	-1%	4%	23%	-5%	-13%	9%	-10%	-4.6%
O=C1CN(CC(=O)N2CCOCC2)c2ccccc2O1	-0.16	-0.19	0.23	0.031	10%	-4%	-11%	-7%	22%	11%	52%*	-2.8%
O=C(Nc1ccc(-c2nnc(-c3ccccc3)o2)cc1)C(F)(F)F	1.8	-0.24	1.5	-0.27	8%	6%	45%	-5%	-9%	-4%	-9%	-3.6%
CCc1c(C)sc(NC(NC(C)=O)(C(=O)OC)C(F)(F)F)c1C#N (stereo unspecified)	2.3	-0.11	2.5	-1.5	5%	10%	-5%	-4%	-13%	5%	-6%	-0.6%
CCOC(=O)C1=C(C)NC2=C(C(=O)CC(C)(C)C2)C1c1coc2ccccc2c1=O (stereo unspecified)	-0.81	-0.24	-0.37	-0.42	24%	2%	12%	-2%	-14%	2%	-11%	-20%
Cc1ccc(-c2csc(N(Cc3ccco3)C(=O)c3cccs3)n2)cc1	0.44	-0.27	0.34	0.12	-4%	-1%	5%	-2%	22%	2%	15%	-6.1%
Cc1c(Cl)cccc1NC(=S)NN1CCOCC1	-1	-0.28	-0.4	1.2	19%	2%	-2%	-5%	-2%	16%	-4%	-2.1%
O=C(O)c1nn(-c2ccccc2)ccc1=O	-0.44	-0.2	0.15	0.21	-3%	5%	-4%	-6%	0%	1%	-3%	-5.9%
Cc1ccc(/C=C/C(=O)OCC(=O)NCCN2C(=O)CSC2=O)o1	-1.4	-0.24	-0.72	0.28	5%	9%	6%	-3%	3%	6%	8%	-1.5%
CC(NC(=O)c1ccc(OC2CCN(C(=O)c3cccnc3)CC2)cc1)C1CC1 (stereo unspecified)	-0.21	-0.25	-0.24	0.72	-5%	2%	2%	-8%	5%	4%	-2%	-2.5%
CC(=O)N1c2ccccc2C2(C)C(C1(C)C)C2(Cl)Cl (stereo unspecified)	-0.58	-0.4	-0.77	1.5	2%	-5%	3%	4%	1%	8%	1%	-2.0%
COC(=O)c1ccccc1OCCCOc1ccc(C)cc1OC	1.5	0.32	0.82	-1.1	0%	-2%	0%	0%	9%	5%	6%	0.6%
N#CCC(=N)N1CCN(c2ccc(Cl)cc2)CC1	0.22	-0.24	-0.43	0.4	8%	-2%	10%	-4%	12%	2%	12%	-1.8%

Next section; it opens with the 2 that closed the last part.
SMILES	Dynein transport	Dynein transport cytoplasmic EGFP	Dynein transport nuclear GR-EGFP	Dynein transport cell count	P. falciparum M17LAP	Siah-1 displacement	AID2073	LYP inhibition	PMI inhibitors	P. falciparum M1AAP	human PMI inhibitors	XIAP antagonists
COC(=O)c1ccccc1OCCCOc1ccc(C)cc1OC	1.5	0.32	0.82	-1.1	0%	-2%	0%	0%	9%	5%	6%	0.6%
N#CCC(=N)N1CCN(c2ccc(Cl)cc2)CC1	0.22	-0.24	-0.43	0.4	8%	-2%	10%	-4%	12%	2%	12%	-1.8%
COCCNC(=S)NCCCNc1nc2cc3c(cc2cc1C#N)OCO3	-1.2	-0.23	-0.51	0.73	-242%	-1%	-19%	-12%	-16%	8%	-65%	-6.7%
COc1ccccc1N(C(=O)c1ccco1)C(C(=O)NC1CCCC1)c1cccnc1 (stereo unspecified)	-0.21	-0.19	0.16	0.22	6%	0%	-3%	4%	2%	0%	-5%	-2.8%
O=C(Cn1nnc(-c2ccccc2NC(=O)c2ccco2)n1)NC1CCCCC1	-0.43	-0.33	-0.16	0.18	6%	2%	10%	-5%	9%	5%	12%	-6.0%
OCCN1CCN(CCOc2ccccc2-c2ccccc2)CC1	0.35	-0.29	-0.16	0.016	-17%	-6%	0%	-8%	-40%	-1%	-37%	-5.1%
O=C(CSc1nnc(Cc2ccccc2)o1)NC1CC2CCC1C2 (stereo unspecified)	0.062	-0.25	-0.17	-0.41	5%	6%	1%	2%	6%	-4%	8%	-4.7%
N#Cc1ccc(OCC(=O)N/N=C(\CCC(=O)O)c2cccs2)cc1	-0.55	-0.22	-0.78	1.3	12%	-3%	-6%	6%	-7%	5%	-1%	1.0%
Cc1ccc(C)c(NC(=O)COC(=O)c2cccc3c2C(=O)c2ccccc2C3=O)c1	0.15	-0.23	0.22	-0.12	-4%	3%	-11%	1%	20%	3%	36%	-7.3%
O=C(NCCc1cccs1)c1ccc(Cl)cc1	0.72	-0.083	0.84	-0.91	8%	3%	0%	-7%	.	1%	.	.
CCc1ccc2c(c1)c(N=NC1=NC(=O)CS1)c(O)n2C	1	-0.13	0.82	0.29	13%	-3%	-5%	-2%	3%	18%	-5%	-8.1%
C=CCn1c(SCC(=O)Nc2ccccc2OC)nnc1-c1ccccn1	-0.22	-0.25	0.56	-0.19	3%	6%	10%	-4%	-4%	5%	-7%	-3.0%
N#CCc1nc2ccccc2c(=O)[nH]1	2.2	-0.18	1.9	-1.8	0%	4%	13%	-7%	.	-6%	.	.
COc1ccc(S(=O)(=O)NC(N)=NCCc2ccccc2OC)cc1	-0.95	-0.2	-0.37	0.69	-2%	21%	7%	-8%	-10%	-1%	-14%	-2.5%
C1=C(CCNCC2CC2)CCCC1	0.35	-0.23	0.67	0.84	-11%	5%	32%	-5%	3%	10%	-3%	-2.2%
CCOC(=O)/C(C#N)=N\Nc1cc(Cl)ccc1OC	1.7	0.3	1.2	0.6	-2%	2%	11%	-8%	.	-5%	.	.
S=C(Nc1cccc(Cl)c1)N1CCOCC1	-0.003	0.69	-0.096	-1	-1%	3%	-30%	-3%	10%	4%	10%	-1.9%
S=c1[nH]nc(Cc2noc3ccccc23)n1-c1ccccc1	-0.47	-0.28	-0.34	0.76	1%	0%	-24%	-8%	5%	8%	3%	-3.8%
O=C1C2C3C=CC(C3)C2C(=O)N1CCN1CCN(S(=O)(=O)c2ccc3ccccc3c2)CC1 (stereo unspecified)	-1	-0.14	-0.34	-0.8	6%	4%	3%	-2%	3%	6%	-3%	-4.0%
Cc1ccc(N2CCN(C(=O)N3CCCC3)CC2)cc1C	-1	-0.26	-0.29	0.52	-8%	0%	-1%	-5%	5%	4%	3%	-1.8%
CCCn1ncc(CN2CCN(Cc3ccsc3)C(CCO)C2)c1C (stereo unspecified)	-0.56	-0.33	-0.47	0.94	-5%	14%	5%	-9%	3%	0%	6%	-5.3%
CCOC(=O)N/N=C/c1ccc(OCCSc2ccc(Cl)cc2)c(OC)c1	0.72	0.16	0.79	-0.71	8%	12%	-5%	4%	11%	10%	15%	-30%
c1ccc2c(c1)CCCC2C1=NCCN1 (stereo unspecified)	-0.47	0.41	0.36	0.25	-14%	2%	0%	0%	0%	2%	-2%	-5.7%
COc1cccc(NC=C2C(=O)OC(C)(C)OC2=O)c1	-0.76	0.23	-0.12	-0.28	6%	4%	-7%	-6%	6%	4%	9%	-1.2%
CCOCc1nnc(NC(=O)c2cccc(OC)c2)s1	-0.59	-0.22	-0.3	0.67	10%	10%	-9%	-8%	-6%	-3%	-8%	-4.5%
O=C(CN1N=C(c2ccc(Cl)cc2)CCC1=O)NCc1cccs1	-0.86	-0.026	-0.54	0.93	8%	-1%	-10%	-1%	6%	8%	59%*	-6.3%
CS(=O)(=O)N1CCN(c2ccccc2NC(=O)c2cc(Br)ccc2Cl)CC1	-0.29	-0.27	0.053	0.077	-5%	2%	-5%	-5%	1%	16%	0%	-8.5%
CC(C)c1ccc(NC(=O)c2cnn(-c3ccccc3)c2NC(=O)c2ccco2)cc1	-0.51	-0.039	-0.072	0.89	-8%	-5%	-2%	-6%	8%	6%	4%	-6.3%
CN1CCN(C(=O)c2ccc(CSc3nc4ccncc4n3Cc3ccc(F)cc3)cc2)CC1	-0.32	-0.27	0.49	0.38	-3%	-2%	1%	7%	-6%	5%	1%	-2.8%
CCc1ccccc1N=C1SCC(=O)N1C	0.82	-0.19	0.7	-1.1	-3%	0%	-5%	-5%	5%	4%	-1%	-15%
